G6PDH counter – counter-screen for G6PDH assay hits: L. mesenteroides G6PDH inhibition; Purified L. mesenteroides G6PDH, diaphorase/resazurin coupled fluorescence, 45 min; inhibition, % at 5 µM; 0.12% of 200,000 active; AID 1020
TLR4 MyD88 comp – TLR4-MyD88 interaction inhibition in cells; inhibition, % at 8.4 µM; 0.18% of 200,000 active; HeLa CL3-4 TLR4/MyD88 BLA complementation, FRET ratio; in the data active means inhibition above about 25%;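 further: 0% = vehicle and 100% = reference inhibitor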
S1P3 antag – antagonists of human S1P3 receptor. AID 485. Q99500. CHO S1P3 NFAT-BLA reporter, FRET fluorescence, antagonist mode. 0.27% of 170,000 active. inhibition, % at 4.98 µM;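 active means inhibition above the plate cutoff, the mean inhibition of test wells on that plate plus 3 SD, cut at about 28% in these data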;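 further: cells challenged with S1P at its EC80 of 0.8 µM; blue over green emission ratio from cleaved BLA substrate after 4 h stimulation; 0% = S1P-stimulated wells and 100% = unstimulated DMSO-only wells; some compounds past the cut are filed as inactive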
Target sequence (Q99500 whole entry, looked up): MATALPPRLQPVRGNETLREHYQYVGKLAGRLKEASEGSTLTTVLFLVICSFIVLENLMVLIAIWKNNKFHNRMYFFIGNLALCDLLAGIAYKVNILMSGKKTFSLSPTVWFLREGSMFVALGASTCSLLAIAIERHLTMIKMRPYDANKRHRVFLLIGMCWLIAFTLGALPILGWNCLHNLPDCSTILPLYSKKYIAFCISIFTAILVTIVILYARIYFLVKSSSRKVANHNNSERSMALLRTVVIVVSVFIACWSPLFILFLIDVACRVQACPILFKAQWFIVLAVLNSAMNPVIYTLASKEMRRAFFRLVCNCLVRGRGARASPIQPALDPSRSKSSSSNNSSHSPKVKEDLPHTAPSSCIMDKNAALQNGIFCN
Hsp70 activator – Hsp70 transcriptional activation, primary screen; HeLa Hsp70 promoter luciferase reporter, luminescence; scaled: vehicle 0, proteasome-inhibitor control 100%; activation, % at 10 µM; 0.04% of 200,000 active; AID 1203;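 active means activation above the mean across all tested compounds plus 3 SD, cutoff set per campaign, cut at about 5.5% in these data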;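 further: 100% = MG132 at 30 µM as the positive control and 0% = DMSO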
RAM inhibit – blocks the yeast RAM network; inhibition, % at 50 µM; 1.8% of 190,000 active; S. cerevisiae dse1pr::URA3 reporter, 5-FOA growth OD615, 2 d; analog-sensitive cbk1-as2 kinase mutant strain;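 active means inhibition above a set limit, 3 SD over mean compound inhibition, cut at about 8.4% in these data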;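 further: 0% = DMSO-only wells with no growth and 100% = 10 µM 1-NA-PP1 full growth; inhibition rescues growth on 5-FOA so higher OD means more RAM inhibition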
Redox H2O2 prof – compounds producing H2O2 with reducing agent – biochemical, NIH compound library profiling, artefact control for MLSCN library redox annotation, primary screen; DTT-dependent redox cycling H2O2, phenol red/HRP absorbance; 100% = 100 µM peroxide control, 0% = buffer; activation, % at 10 µM; 0.03% of 200,000 active; AID 878;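 active means activation of at least 50% relative to the plate's high and low controls in the primary single-dose screen; inactive means activation below 50%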;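 further: compound incubated with DTT at 0.8 mM final as the reducing agent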
Diaphorase act – counter-screen for diaphorase-based assays: diaphorase activators and chemical reducers; Diaphorase/resazurin coupled assay, resorufin fluorescence, 16 min; active compounds read high; 1 = vehicle wells, 0 = NADH-free wells; activation factor at 20 µM; 0.005% of 190,000 active; AID 1229;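 active means diaphorase activity raised at least twofold by the compound at 20 µM; inactive means activation factor below 2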
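Test system: Clostridium kluyveri diaphorase, purified enzyme. Buffer or medium: 50 mM HEPES pH 7.4 buffer plus MgCl2 and Tween 20. Also added: 0.114 mM NADH and 0.1 mM resazurin, final amounts. Dosing: compound 20 µM once, DMSO 1%. Schedule: 16 min enzyme reaction, ambient temperature. Detection: fluorescence of resorufin, 544 nm excitation, 590 nm emission.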
PMI act satM6P – PMI (human) activation, high substrate | P34949 | coupled PMI enzyme assay, resazurin fluorescence, 20 min; active compounds read high; 1 = untreated enzyme, 0 = substrate-free blank | activation factor at 20 µM | 0.34% of 190,000 active | AID 1216;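 active means activation factor of 2 or more at 20 µM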
Target sequence (P34949 whole entry, looked up): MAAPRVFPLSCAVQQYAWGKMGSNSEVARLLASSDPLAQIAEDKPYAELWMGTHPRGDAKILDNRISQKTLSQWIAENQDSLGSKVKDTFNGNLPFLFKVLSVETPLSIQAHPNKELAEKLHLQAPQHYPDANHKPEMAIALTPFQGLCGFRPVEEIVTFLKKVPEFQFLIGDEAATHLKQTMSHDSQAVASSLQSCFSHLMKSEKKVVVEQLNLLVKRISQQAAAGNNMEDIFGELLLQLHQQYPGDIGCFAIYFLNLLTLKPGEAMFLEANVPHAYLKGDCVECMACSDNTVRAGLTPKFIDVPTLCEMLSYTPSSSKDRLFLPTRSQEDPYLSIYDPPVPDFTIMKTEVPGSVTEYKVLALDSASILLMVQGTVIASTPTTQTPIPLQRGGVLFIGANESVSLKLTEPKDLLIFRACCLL
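assay system = human phosphomannose isomerase with PGI, G6PDH, diaphorase coupling enzymes | quantity = 15 ng/mL PMI | incubation = enzyme reaction with compound 20 min at room temperature | medium = HEPES pH 7.4 buffer with MgCl2 and Tween-20 | compound dosing = one concentration, 20 µM, in 1% DMSO | measured by = Diaphorase-driven resazurin-to-resorufin fluorescence, excitation 544, emission 590 nm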
PMI act – activators of human phosphomannose isomerase; P34949; purified human PMI, coupled resazurin fluorescence, 20 min; active compounds read high; 1 = vehicle control, 0 substrate-free wells; activation factor at 20 µM; 0.005% of 190,000 active; AID 1214;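 active means activation factor of 2 or more at 20 µM, relative to plate controls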
Diaphorase inh – diaphorase inhibition or chemical oxidation counter-screen | 0.69% of 190,000 active | AID 1217 | inhibition, % at 20 µM | diaphorase resazurin-to-resorufin fluorescence, NADH, 16 min; bacterial (C. kluyveri) enzyme, not human;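 active means primary screen inhibition at 20 µM above a set limit, cut at about 50% in these data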;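 further: plate controls were DMSO with full reaction for no effect and wells lacking NADH for full effect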
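Benchmarks: positive control wells lacking NADH, neutral wells with DMSO only. System: bacterial diaphorase enzyme (C. kluyveri). Input: 0.14 U/mL diaphorase, enzyme working solution. Detection: resorufin fluorescence, excitation 544 nm, emission 590 nm. Times: 16-min room-temperature incubation before reading.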
Lmaj promast – inhibitors of Leishmania major promastigote growth; Leishmania major promastigotes, resazurin fluorescence viability; inhibition, % at 10 µM; 9% of 200,000 active; AID 1063;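 further: promastigotes grown with compound for 44 hours at 28 °C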
* marks the source's active call; other numbers are inactive results; . = not tested or not shown. Unless noted, no stated cut-off is given here; in the data, active means inhibition above about 50%; inactive means the rest. This is a random part of the collection; 12% or so of the library scored in one or more.

SMILES	G6PDH counter	TLR4 MyD88 comp	S1P3 antag	Hsp70 activator	RAM inhibit	Redox H2O2 prof	Diaphorase act	PMI act satM6P	PMI act	Diaphorase inh	Lmaj promast
CC(C)c1ccc2c(c1)c(SC(C)(C)C)c(CC(C)(C)C(=O)O)n2Cc1ccc(Cl)cc1	14	.	-3	0.0	.	.	0.7	1	0.9	29	.
Cc1c(NC(=O)NCc2ccccc2)c(=O)n(-c2ccccc2)n1C	2	-13	2	-0.4	0.8	0.5	0.9	0.9	1	8	-8
COc1cc(OC)c(-c2c3cc(O)c(=O)cc-3oc3cc(O)c(O)cc23)cc1OC	14	11	12	-0.3	10*	0.9	0.2	0.3	0.3	81*	-5
O=C(c1ccc(-c2nc3ccccc3s2)s1)N1CCOCC1	6	-17	-5	-0.3	-0.7	0.2	0.8	0.9	0.9	16	7
Cc1noc(C)c1S(=O)(=O)N1CCCC(C(=O)N2CCc3ccccc3C2)C1 (stereo not drawn)	3	-12	-14	-0.2	2.0	-0.8	1	0.9	0.9	1	0
C/C(=N\NC(=O)c1ccc(N(C)C)cc1)c1ccc(C)cc1C	-6	-13	0	0.2	0.3	0.1	1	1.1	1.1	1	1
O=C(COc1ccc(Cl)cc1Cl)Nc1ccc(CN2CCCCC2)cc1	8	-2	-3	-0.1	1.6	-2.4	0.9	0.9	0.9	12	7
Cc1ccc(Cn2c(N3CCCCCC3)nc3c2c(=O)[nH]c(=O)n3C)cc1	9	-1	-12	-0.3	2.4	0.3	0.9	1	0.9	8	8
[O-]/C(=C(\C(=S)Nc1cccc2ccccc12)[n+]1ccccc1)c1ccc(Cl)s1	26	-6	10	-0.3	3.0	-0.1	0.5	0.9	0.8	48	-4
O=C(COc1ccccc1C(=O)NCc1ccncc1)Nc1ccc(Br)cc1	-6	10	-6	-0.2	0.6	0.0	1	1	1	4	16
CCOC(=O)C1(CCCc2ccccc2)CCN(C(=O)CCOC)CC1	7	2	-12	-0.3	2.1	11	0.9	1.1	1	5	5
Cc1nc2ccc3nc(NC(=O)c4ccc5c(c4)OCCO5)sc3c2s1	-1	-9	6	2.3	6.0	0.2	0.9	1	1	13	-2
CC1CCCCC1NC(=O)/C(C#N)=C/c1ccc2c(c1)OCCO2 (stereo not drawn)	0	-4	5	-0.1	0.1	-0.1	0.9	1	1	13	59*
COc1ccc2c(c1OC)C(=O)O[C@@H]2[C@H]1c2c(cc3c(c2OC)OCO3)CCN1C	0	6	-1	-0.4	-0.7	-0.1	0.9	0.9	1	12	0
O=C1CCCC(O)=C1N=Nc1ccc(Cl)c(Cl)c1	6	3	-1	-0.2	0.7	0.1	0.9	0.9	1	8	-8
CCOc1cccc(CNCc2cccnc2)c1OCc1ccccc1	-3	13	-11	-0.1	0.2	-0.3	0.9	1	1	14	15
Cc1onc(-c2c(F)cccc2Cl)c1C(=O)NCc1cccs1	-4	-3	-2	-0.4	1.1	1.0	0.8	0.9	0.9	16	1
CC(C)(C)n1nnnc1C(c1cccs1)N1CCN(Cc2ccc3c(c2)OCO3)CC1 (stereo not drawn)	13	-3	.	-0.1	-0.6	2.2	1	1	0.9	4	34
COc1ccc(NC(=O)c2ccccc2N(Cc2ccccc2)S(C)(=O)=O)cc1OC	13	7	-6	0.0	-0.1	0.3	.	.	.	.	0
Cn1nccc1C(=O)Nc1sc2c(c1C(N)=O)CCCC2	6	-9	2	0.6	2.7	-0.8	0.9	1	0.9	8	-1
CC(C)Nc1nc(NC(C)C)nc(NS(=O)(=O)c2ccc(N)cc2)n1	2	-2	.	-0.1	1.0	0.3	0.9	0.9	0.9	11	-3
COc1ccccc1N1CCN(/N=C/c2ccc(OC)c(OC)c2OC)CC1	0	-3	-6	-0.1	3.1	11	0.9	1	1	6	-2
Cc1cc(Br)cc(Cl)c1OCC(=O)NC(=O)NCc1ccccc1	-22	-9	6	0.1	0.1	0.1	0.8	0.9	0.9	18	-8
O=C(C1CCCO1)N1CCN(C(=S)Nc2ccccc2F)CC1 (stereo not drawn)	4	-3	-4	-0.5	1.2	0.0	1	1	1.1	4	-6
COc1c(OC2OC(C(=O)O)C(O)C(O)C2O)cc(O)c2c(=O)cc(-c3ccccc3)oc12 (stereo not drawn)	26	3	0	0.4	-0.3	0.7	0.9	1	1.1	11	-5
SMILES	G6PDH counter	TLR4 MyD88 comp	S1P3 antag	Hsp70 activator	RAM inhibit	Redox H2O2 prof	Diaphorase act	PMI act satM6P	PMI act	Diaphorase inh	Lmaj promast
O=C1CC(c2ccccc2)CC(O)=C1C=NCc1ccccc1Cl (stereo not drawn)	4	5	.	1.6	1.6	-3.6	0.9	1	0.9	8	27
CN(C)c1ccnc(SCc2ccccc2Cl)c1C#N	5	4	2	0.2	2.9	-1.2	0.7	0.9	1	26	-1
O=C(O)c1ccccc1N/C=C\[N+](=O)[O-]	14	20	-3	-0.3	2.8	-0.4	1	1.2	1.4	-2	-4
O=C(NC(=S)NCc1ccc2c(c1)OCO2)c1ccccc1	-16	-5	-19	-0.4	0.7	0.1	1	1	0.9	0	43
CCOC(=O)Nc1ccc2c(COC(=O)CNS(=O)(=O)c3cccc(Br)c3)cc(=O)oc2c1	4	-10	-12	-0.1	2.6	-0.2	0.8	1	0.8	15	6
CCCN(C(=O)COc1ccc(Cl)cc1Cl)c1c(N)n(Cc2ccccc2)c(=O)[nH]c1=O	3	-12	5	-0.3	2.2	-0.5	0.8	0.9	0.9	16	-2
Cc1oc(-c2ccccc2F)nc1CS(=O)CC(=O)NCc1cccs1 (stereo not drawn)	14	-7	3	0.4	2.8	-0.5	0.9	1.1	1.1	6	-7
NC(=O)CS(=O)(=O)c1nc2ccccc2n1Cc1ccccn1	7	-5	1	-0.2	2.2	-1.0	0.9	1	1.1	7	-4
Cc1cc(NC(=O)Cn2cc(C(F)(F)F)cc(Cl)c2=O)no1	3	2	-6	0.1	2.0	1.7	1	1.2	1	4	-4
O=C(COc1ccc(S(=O)(=O)N2CCCCC2)cc1)NCc1ccccn1	2	-2	-33	0.3	0.9	0.7	1	1	0.9	4	-4
CCOC(=O)c1cc(C)nn1-c1nc(Cl)cc(OC)n1	0	-6	3	-0.2	0.3	-0.3	0.9	0.9	0.9	7	-4
CCN(Cc1ccccc1)C(=O)Cn1c(=O)n(-c2ccc(OC)cc2OC)c(=O)c2c(C)c(C)sc21	5	-1	-7	-0.1	3.6	-0.1	0.8	0.9	1	22	15
Cc1ccsc1C(=O)NNC(=O)Nc1ccc(Cl)c(Cl)c1	-4	-1	.	0.1	1.0	-1.1	1	1	1	0	-4
CC(C)(C)NC(=O)Cn1c(=O)c(=O)n(Cc2ccccc2)c2ccc(Cl)cc21	14	7	-2	-0.5	2.8	0.2	1	1.1	1	4	58*
CC1(C)CC(=O)C(C=Nc2cccnc2/N=C/C2=C(O)CC(C)(C)CC2=O)=C(O)C1	15	10	0	0.1	-0.1	-1.5	0.7	0.4	0.8	34	2
Cc1ccc(C(=O)NNC(=O)CCn2nnc3ccccc32)cc1	14	-1	-6	0.1	0.3	-0.4	1.1	1	1	-14	-8
Cc1ccc(C)c(C(=O)CN2C(=O)NC3(CCC(C)CC3)C2=O)c1 (stereo not drawn)	11	6	-7	0.0	2.5	0.5	1	0.9	1	4	-1
COC(=O)C1=CN(C)C=C(C(=O)OC)C1c1ccccc1Cl	1	-7	-7	0.2	1.9	1.4	0.9	1	1	10	5
COC(=O)c1ccc(OC(=O)c2ccc(OCc3c(C)noc3C)c(OC)c2)cc1	-3	.	-38	.	.	.	0.9	1	1	7	.
CSc1cc(-c2ccccc2)n(Cc2ccccc2Cl)c(=O)c1C#N	3	-8	.	-0.3	4.1	1.4	0.9	1.1	1	7	3
CC(=O)c1cccc(NC(=O)Nc2cccs2)c1	8	0	.	-0.1	-0.2	-1.1	0.9	1.3	1.2	5	-8
CC(=O)N1CCN(c2cccc(C)c2C)CC1	4	-1	21	0.6	2.1	7.8	0.9	1.1	1	9	-2
CCC(Oc1ccccc1)C(=O)Nc1nc2c(s1)C(=O)CC(C)(C)C2 (stereo not drawn)	0	-9	.	0.1	2.0	1.3	0.9	1	0.9	12	-3
COc1ccc(-c2nc(-c3ccc(O)cc3O)cs2)cc1OC	5	-8	11	-0.1	12*	0.2	0.7	0.9	0.8	35	27
COc1ccc(OC(C)C(=O)N2CCc3ccccc3C2)cc1 (stereo not drawn)	-4	1	-3	-0.2	-0.1	-2.6	0.8	0.9	0.9	17	-9
SMILES	G6PDH counter	TLR4 MyD88 comp	S1P3 antag	Hsp70 activator	RAM inhibit	Redox H2O2 prof	Diaphorase act	PMI act satM6P	PMI act	Diaphorase inh	Lmaj promast
CN1CCN(S(=O)(=O)c2ccc(NC(=O)COc3ccccc3Cl)cc2)CC1	5	1	9	-0.2	1.1	0.5	1.1	0.6	1	-14	-7
COc1ccc(Cl)cc1NC(=S)Nc1ccccc1C	7	5	6	-0.2	-0.1	-0.3	1	1	1.1	-2	8
CC(C(=O)N1CCCCC1)N(C)CC(=O)Nc1ccc(Cl)cc1 (stereo not drawn)	2	9	-7	-0.2	3.6	0.4	1	1.1	1.1	5	-1
CC(C)c1ccc(/C=C/C(=O)NC(=S)Nc2ccc(CN3CCOCC3)cc2)cc1	1	-24	16	-0.4	-2.5	-0.4	0.9	1	0.8	12	45
Cc1cc(C)c(C(=O)CN2C(=O)NC3(CCCCC3)C2=O)cc1C	4	-2	-22	0.1	0.4	0.3	1	1	1.1	1	3
COC(=O)c1cc2n(n1)CCN(Cc1cccc(OC)c1)C2=O	10	-9	9	0.0	1.0	-1.4	0.9	0.9	1	13	-6
COc1ccc(S(=O)(=O)NC2CC(C)(C)NC(C)(C)C2)c(C)c1C	2	-6	5	-0.2	0.7	2.6	0.9	0.9	0.8	15	-6
COc1ccccc1N1CCN(CC(O)COc2ccc(S(=O)(=O)N3CCOCC3)cc2)CC1 (stereo not drawn)	4	6	2	0.2	2.0	1.6	0.9	1	1.1	11	1

Source: PubChem (several laboratories)
